From PubChem BioAssay
D1 ag: Allosteric Agonists of the Human D1 Dopamine Receptor: qHTS | actives 1% (n = 360,000) | AID 504660, 2011 | HEK293 T-REx D1 cells, calcium flux, agonist mode | activation, % at 2 µM; also: 0% is about no effect
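Inducible HEK293 T-REx D1 cells, force-coupled to calcium signalling, were plated at 4000 cells/well with tetracycline and held overnight at 30 C. After no-wash calcium dye loading, compound-evoked calcium rise over 180 s flagged agonists.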
TRHR ag: qHTS for Small Molecule Agonists and Allosteric Enhancers of Human TRH Receptor: Primary Screen for Agonists. Thyrotropin-releasing hormone receptor (Homo sapiens), P34981. AID 493084, 2011. actives 0.18% (n = 360,000). TRHR cells, calcium flux fluo-8, FDSS agonist mode. activation, % at 2 µM; also: 0% is about no effect
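Read-out: compound-evoked intracellular calcium rise in TRHR cells, fluo-8 dye, kinetic FDSS fluorescence at 1 s/cycle following a 10-cycle baseline. Cells cultured overnight before dye loading (30 min–1.5 h, RT).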
TRHR enhancer: qHTS for Small Molecule Agonists and Allosteric Enhancers of Human TRH Receptor: Primary Screen for Enhancers. TRHR cells, fluo-8 calcium fluorescence, EC20 TRH enhancement. enhancement, % at 2 µM. actives 0.66% (n = 360,000). Thyrotropin-releasing hormone receptor (Homo sapiens), P34981. AID 493056, 2011; in the data active = enhancement above about 30%; also: 0% is about no effect
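TRHR-expressing cells loaded with fluo-8 calcium dye were read kinetically (ex 480/em 530) during compound addition, then stimulated with an EC20 of TRH (10 nM final). Enhancement of the Gq-mediated intracellular calcium response was scored.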
D2 potentiator: HTS Assay for Positive Allosteric Modulators of the Human D2 Dopamine Receptor: Primary Screen for Potentiators | D(2) dopamine receptor (Homo sapiens), P14416 | HEK293 T-REx D2, calcium flux, EC20 dopamine potentiation | actives 0.34% (n = 340,000) | potentiation, % at 10 µM;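 active = potentiation over 3 SD above the plate norm, cut at about 30% in these data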; also: 0% is about no effect
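Tetracycline-induced Hek293 Trex D2 cells, force-coupled to calcium, loaded with no-wash calcium dye. Compound added with 180 s kinetic read for agonism, then EC20 dopamine and a further 180 s read for potentiation.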
D2 antagonist: HTS Assay for Allosteric Antagonists of the Human D2 Dopamine Receptor: Primary Screen for Antagonists | inhibition, % at 10 µM | HEK293 TREx D2 cells, calcium flux, dopamine EC80 | actives 2% (n = 340,000); in the data active = inhibition above about 30%; also: 0% is about no effect
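Calcium mobilization kinetics were recorded at 1 s intervals in tetracycline-induced HEK293 T-REx D2 cells, first for 180 s after compound addition and then 180 s after EC80 dopamine.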
D2 ag: HTS Assay for Allosteric Agonists of the Human D2 Dopamine Receptor: Primary Screen for Agonists. D(2) dopamine receptor (Homo sapiens), P14416. HEK293 T-REx D2 cells, calcium flux agonist mode. activation, % at 2 µM. actives 0.53% (n = 340,000). AID 485358, 2010;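 active = activation over 3 SD above normal in the single-dose calcium agonist read, cut at about 30% in these data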; also: 0% is about no effect
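Calcium-flux readout, 1 cycle/sec over 180 s following compound pin transfer, in inducible HEK293 Trex D2 cells (force-coupled); dopamine controls included. Positive calcium responses during this window marked compounds as potential agonists.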
D1 PAM: Potentiators of Human D1 Dopamine Receptor: qHTS | D(1A) dopamine receptor (Homo sapiens), P21728 | HEK293 TREx D1 cells, calcium flux, dopamine EC20 potentiation | potentiation, % at 10 µM | actives 0.036% (n = 360,000) | AID 504651, 2011; in the data active = potentiation above about 30%; also: 0% is about no effect
D1 antag: Antagonist of Human D 1 Dopamine Receptor: qHTS; D(1A) dopamine receptor (Homo sapiens), P21728; activity change, negative = inhibition, % at 10 µM; AID 504652, 2011; HEK293 TREx D1 cells, calcium flux, dopamine EC80; hits give low values; actives 3.2% (n = 360,000); in the data active = activity change below about -30%; also: % is scaled to controls: 0 for no effect and ±100 for the full control effect
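Kinetic fluorescence of a calcium dye serves as the read-out. D1-expressing Hek293 Trex cells, induced overnight at 30 C, are exposed to compound for 180 s before an EC80 dopamine addition, then read 180 s further.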
RXFP1 antagonist: qHTS Assay for Antagonists of the Relaxin Receptor RXFP1. Relaxin receptor 1 (Homo sapiens), Q9HBX9. HEK293-RXFP1, relaxin-stimulated cAMP HTRF, 30 min; hits give low values. activity change, negative = inhibition, % at 57.5 µM. actives 0.59% (n = 350,000). AID 1259400, 2018;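 active = activity change of -60% or lower, but not beyond a set lower limit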; also: % is scaled to controls: 0 for no effect and ±100 for the full control effect
Target sequence (Q9HBX9 whole entry, looked up): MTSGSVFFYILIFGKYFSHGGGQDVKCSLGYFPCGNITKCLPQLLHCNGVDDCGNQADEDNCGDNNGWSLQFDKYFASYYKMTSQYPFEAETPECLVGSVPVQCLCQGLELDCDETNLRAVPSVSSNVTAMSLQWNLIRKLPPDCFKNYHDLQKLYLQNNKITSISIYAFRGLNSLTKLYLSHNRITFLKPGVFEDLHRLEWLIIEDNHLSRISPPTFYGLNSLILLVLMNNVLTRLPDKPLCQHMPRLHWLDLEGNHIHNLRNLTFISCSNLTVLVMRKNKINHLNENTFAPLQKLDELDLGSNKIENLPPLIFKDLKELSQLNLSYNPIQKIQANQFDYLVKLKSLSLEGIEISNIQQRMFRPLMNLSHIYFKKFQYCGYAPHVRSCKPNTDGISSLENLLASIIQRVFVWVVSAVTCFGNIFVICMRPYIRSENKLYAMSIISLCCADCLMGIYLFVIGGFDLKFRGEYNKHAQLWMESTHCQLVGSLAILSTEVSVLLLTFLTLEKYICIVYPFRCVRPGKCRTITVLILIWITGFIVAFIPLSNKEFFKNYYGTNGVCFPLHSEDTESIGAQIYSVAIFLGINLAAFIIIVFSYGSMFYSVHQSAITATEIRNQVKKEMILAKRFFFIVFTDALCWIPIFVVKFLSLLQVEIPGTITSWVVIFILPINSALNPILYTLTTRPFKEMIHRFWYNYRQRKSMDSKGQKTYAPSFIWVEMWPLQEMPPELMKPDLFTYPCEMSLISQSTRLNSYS
Starred values were filed as active, the others as inactive. Rule as the data show it, unless noted: active = activation above about 30%; inactive = the rest.

Cc1cc(C)cc(NC(=O)CSc2nnc(Cc3cccn3C)n2-c2ccc(F)cc2)c1 was read as D1 ag 2, TRHR ag -0.3, TRHR enhancer 9, D2 potentiator 2, D2 antagonist -3, D2 ag -3.3, D1 PAM -6, D1 antag -22 and RXFP1 antagonist -15.
`COc1ccc(NC(=O)c2cc3n(n2)C(C(F)(F)F)CC(c2ccc4c(c2)OCO4)N3)cc1OC` (stereo not drawn) gave D1 ag 0, TRHR ag -0.5, TRHR enhancer -17, D2 potentiator -20, D2 antagonist 18, D2 ag -2.9, D1 PAM 0, D1 antag -16 and RXFP1 antagonist -9.
`COc1cccc(N2CCN(S(=O)(=O)c3ccc4[nH]c5c(c4c3)CCCC5)CC2)c1` gave D1 ag -2, TRHR ag 0.1, TRHR enhancer 1, D2 potentiator 2, D2 ag 0.2, D1 PAM 1, D1 antag -18 and RXFP1 antagonist -13.
`O=C(Nc1ccc2[nH]ncc2c1)c1ccccc1` gave D1 ag 1, TRHR ag 0.6, TRHR enhancer -2, D2 potentiator -6, D2 antagonist -4, D2 ag -0.2, D1 PAM -11, D1 antag -3 and RXFP1 antagonist -6.
For S=c1[nH]ncn1/N=C/c1ccccc1 the results were D1 ag 3, TRHR ag 0.0, TRHR enhancer -16, D2 potentiator 0, D2 antagonist -13, D2 ag 0.4, D1 PAM -6, D1 antag -30* and RXFP1 antagonist -10.
COc1ccccc1CNC(=O)CSCc1nc(-c2ccc(OC)c(OC)c2)oc1C was read as D1 ag 0, TRHR ag 0.4, TRHR enhancer -1, D2 potentiator -7, D2 ag -0.3, D1 PAM -5, D1 antag 3 and RXFP1 antagonist -21.
Screening Cc1csc(C(=O)O)c1NC(=O)c1cccc([N+](=O)[O-])c1 returned D1 ag 3, TRHR ag -2.0, TRHR enhancer 3, D2 potentiator 10, D2 antagonist -7, D2 ag 0.8, D1 PAM 6, D1 antag -9 and RXFP1 antagonist -6.
`CCN1CCCC1CN(Cc1cc2c(C)cc(C)cc2[nH]c1=O)C(=O)NC1CCCCC1` (stereo not drawn) gave D1 ag 1, TRHR ag -0.3, TRHR enhancer 7, D2 potentiator 4, D2 antagonist 6, D2 ag 0.0, D1 PAM 5, D1 antag -10 and RXFP1 antagonist -1.
`Cc1ccc(S(=O)(=O)NCCN(CCNS(=O)(=O)c2ccc(C)cc2)S(C)(=O)=O)cc1` gave D1 ag 1, TRHR ag 0.3, TRHR enhancer 8, D2 potentiator 11, D2 antagonist 3, D2 ag 1.5, D1 PAM -1, D1 antag -2 and RXFP1 antagonist -10.
For Cc1ccc(OCc2nc(-c3cccs3)no2)c([N+](=O)[O-])c1 the results were D1 ag 9, TRHR ag -0.4, TRHR enhancer -5, D1 PAM -5, D1 antag -21 and RXFP1 antagonist -15.
`CCOC(=O)c1cc(-c2ccccc2)n(CCC(=O)Nc2nc3c(C)cccc3s2)c1C` gave D1 ag 2, TRHR ag 0.4, TRHR enhancer 5, D2 potentiator 17, D2 ag 0.2, D1 PAM -1, D1 antag -3 and RXFP1 antagonist -29.
For O=C(Nc1ccc2c(c1)CCC2)c1ncoc1-c1ccccc1F the results were D1 ag 2, TRHR ag -0.4, TRHR enhancer 2, D1 PAM -1, D1 antag 0 and RXFP1 antagonist -15.
Screening CC1CN(Cc2cc(=O)[nH]c(C(C)C)n2)CC(C)O1 (stereo not drawn) returned D1 ag 1, TRHR ag 0.4, TRHR enhancer 2, D2 potentiator -2, D2 antagonist 6, D2 ag 0.1, D1 PAM -9, D1 antag 16 and RXFP1 antagonist 22.
For COCCNC(=S)N1CCC(c2nc(-c3ccc(N(C)C)cc3)no2)CC1 the results were D1 ag 17, TRHR ag 0.4, TRHR enhancer -3, D2 potentiator -2, D2 antagonist 5, D2 ag 0.9, D1 PAM -4, D1 antag -22 and RXFP1 antagonist -13.
CC1CN(C(=O)COC(=O)[C@@H]2CC(O)CN2S(=O)(=O)c2ccc3c(c2)OCCO3)CC(C)O1 (stereo partly drawn) was read as D1 ag 2, TRHR ag 0.6, TRHR enhancer -1, D2 potentiator 5, D2 antagonist 1, D2 ag 0.4, D1 PAM 0, D1 antag -1 and RXFP1 antagonist -6.

4 successive compounds from above, for reference:
COc1ccccc1CNC(=O)CSCc1nc(-c2ccc(OC)c(OC)c2)oc1C was read as D1 ag 0, TRHR ag 0.4, TRHR enhancer -1, D2 potentiator -7, D2 ag -0.3, D1 PAM -5, D1 antag 3 and RXFP1 antagonist -21.
Screening Cc1csc(C(=O)O)c1NC(=O)c1cccc([N+](=O)[O-])c1 returned D1 ag 3, TRHR ag -2.0, TRHR enhancer 3, D2 potentiator 10, D2 antagonist -7, D2 ag 0.8, D1 PAM 6, D1 antag -9 and RXFP1 antagonist -6.
`CCN1CCCC1CN(Cc1cc2c(C)cc(C)cc2[nH]c1=O)C(=O)NC1CCCCC1` (stereo not drawn) gave D1 ag 1, TRHR ag -0.3, TRHR enhancer 7, D2 potentiator 4, D2 antagonist 6, D2 ag 0.0, D1 PAM 5, D1 antag -10 and RXFP1 antagonist -1.
`Cc1ccc(S(=O)(=O)NCCN(CCNS(=O)(=O)c2ccc(C)cc2)S(C)(=O)=O)cc1` gave D1 ag 1, TRHR ag 0.3, TRHR enhancer 8, D2 potentiator 11, D2 antagonist 3, D2 ag 1.5, D1 PAM -1, D1 antag -2 and RXFP1 antagonist -10.

The results go on:
For O=C(c1c(Cl)nc2sccn12)N1CCN(c2cccc(Cl)c2)CC1 the results were D1 ag 3, TRHR ag 0.4, TRHR enhancer 2, D2 potentiator -3, D2 antagonist 9, D2 ag 0.7, D1 PAM -1, D1 antag -14 and RXFP1 antagonist 1.
Screening c1cncc(-c2nn3c(Cn4nnc5ccccc54)nnc3s2)c1 returned D1 ag 3, TRHR ag -1.4, TRHR enhancer 0, D2 potentiator 4, D2 antagonist -7, D2 ag -0.8, D1 PAM 0, D1 antag 7 and RXFP1 antagonist -11.
For N/C(=N\OC(=O)Cc1ccccc1)c1ccccn1 the results were D1 ag 8, TRHR ag 0.5, TRHR enhancer 1, D2 potentiator 0, D2 antagonist -8, D2 ag -0.5, D1 PAM -1, D1 antag 5 and RXFP1 antagonist 8.
Screening Cc1ccc2nc(CSc3nnc(NC(=O)c4ccc(C(C)(C)C)cc4)s3)cc(=O)n2c1 returned D1 ag 1, TRHR ag 0.3, TRHR enhancer 8, D2 potentiator -2, D2 ag -1.1, D1 PAM 1, D1 antag 17 and RXFP1 antagonist 2.
Screening COc1ccc(NC(=O)CS(=O)CC(=O)NCC2OCCc3ccccc32)cc1 (stereo not drawn) returned D1 ag 2, TRHR ag 1.8, TRHR enhancer 4, D2 potentiator -1, D2 antagonist 5, D2 ag 0.0, D1 PAM -5, D1 antag 23 and RXFP1 antagonist 2.
`CCc1ccc(NC(=O)C(=O)c2cn(CC(=O)N3CCCCC3)c3ccccc23)cc1` gave D1 ag 1, TRHR ag 0.9, TRHR enhancer 1, D2 potentiator 12, D2 antagonist -11, D2 ag 0.4, D1 PAM -9, D1 antag -20 and RXFP1 antagonist 2.
Screening Cc1cccc2nc(-c3ccco3)c(Nc3ccc4c(c3)OCCO4)n12 returned D1 ag 1, TRHR ag -1.1, TRHR enhancer 12, D2 antagonist 6, D2 ag 0.3, D1 PAM -1, D1 antag 16 and RXFP1 antagonist 0.
`CN(C)Cc1c(C(=O)N/N=C/c2cccc3ccccc23)nnn1-c1nonc1N` gave D1 ag 7, TRHR ag -2.2, TRHR enhancer 14, D2 potentiator 0, D2 antagonist -13, D2 ag -1.0, D1 PAM 3, D1 antag 5 and RXFP1 antagonist 25.
Screening CCOC(=O)/C(=C/C=C1\Sc2ccccc2N1CC)C(C)=O returned D1 ag 219*, TRHR ag 80*, TRHR enhancer 22, D2 potentiator 1, D2 antagonist 1, D2 ag 35*, D1 PAM 0, D1 antag 2 and RXFP1 antagonist -2.
For COCCn1c(SCC(=O)Nc2nc(C)c(Cl)cc2Cl)nc2ccccc21 the results were D1 ag 1, TRHR ag -0.9, TRHR enhancer 1, D2 potentiator -2, D2 antagonist 13, D2 ag -0.1, D1 PAM 8, D1 antag 10 and RXFP1 antagonist 5.
Screening COc1ccccc1NC(=O)CCCCC(=O)Nc1ccccc1OC returned D1 ag 1, TRHR ag -0.6, TRHR enhancer 0, D2 potentiator 8, D2 antagonist -5, D2 ag -0.8, D1 PAM -8, D1 antag -2 and RXFP1 antagonist 3.
Screening O=C(O)CSCC(=O)NCc1csc2ccc(Cl)cc12 returned D1 ag 2, TRHR ag 0.2, TRHR enhancer -1, D2 potentiator -8, D2 antagonist -15, D2 ag -1.1, D1 PAM 8, D1 antag -9 and RXFP1 antagonist -1.
For CCc1cccc(NC(=O)Cn2c(=O)n(CC(=O)NCCc3ccccc3)c(=O)c3ccccc32)c1 the results were D1 ag -1, TRHR ag -0.9, TRHR enhancer 8, D2 ag 1.1, D1 PAM 1 and D1 antag -11.
Screening O=C(CN1C(=O)COc2ccc(S(=O)(=O)N3CCCC3)cc21)NC1CCCCCCC1 returned D1 ag 0, TRHR ag -1.8, TRHR enhancer 14, D2 potentiator 3, D2 antagonist -20, D2 ag -2.0, D1 PAM 9 and D1 antag 6.
O=C(NCc1ccccc1F)c1ccncc1 was read as D1 ag 3, TRHR ag 0.3, TRHR enhancer -3, D2 potentiator -3, D2 antagonist 6, D2 ag 0.4, D1 PAM -3, D1 antag 6 and RXFP1 antagonist -10.
CC1CCCCC12NC(=O)N(CC(=O)OCC(=O)NC(=O)c1ccccc1)C2=O (stereo not drawn) was read as D1 ag 2, TRHR ag 1.0, TRHR enhancer 11, D2 potentiator 7, D2 antagonist 7, D2 ag 0.0, D1 PAM 6, D1 antag 7 and RXFP1 antagonist 5.
Screening CCC(=O)Nc1cccc(NC(=O)c2ccc(C)c([N+](=O)[O-])c2)c1 returned D1 ag 1, TRHR ag -0.3, TRHR enhancer 0, D2 potentiator -10, D2 antagonist 17, D2 ag -0.1, D1 PAM -6, D1 antag -14 and RXFP1 antagonist 2.
For COc1ccc(CCn2c(=N)c(C(=O)NCC3CCCO3)cc3c(=O)n4cccc(C)c4nc32)cc1OC (stereo not drawn) the results were D1 ag 1, TRHR ag 1.0, TRHR enhancer 6, D2 potentiator -3, D2 antagonist 7, D2 ag 0.3, D1 PAM -7, D1 antag 3 and RXFP1 antagonist 11.
For CC1CCCCN1C(=O)CCS(=O)(=O)c1cccc2nonc12 (stereo not drawn) the results were D1 ag 3, TRHR ag 0.2, TRHR enhancer -4, D1 PAM -6, D1 antag 6 and RXFP1 antagonist 17.
